# Tb PGK inh: qHTS Assay to Find Inhibitors of Phosphoglycerate Kinase | Phosphoglycerate kinase, glycosomal (Trypanosoma brucei brucei), P07378 | Potency, µM (highest dose often 57.5 µM), for inactives: at the top dose activity change, negative = inhibition, hits mostly inhibitors | AID 602233, 2012 | hit rate 0.043% among 380,000 | PGK/GAPDH coupled, Kinase-Glo luminescence, 60 min; note: % is set by controls: 0 for no effect and ±100 for the full control effect; nearly all actives have a fitted effect of over 60% in size
# Target sequence (P07378 whole entry, looked up): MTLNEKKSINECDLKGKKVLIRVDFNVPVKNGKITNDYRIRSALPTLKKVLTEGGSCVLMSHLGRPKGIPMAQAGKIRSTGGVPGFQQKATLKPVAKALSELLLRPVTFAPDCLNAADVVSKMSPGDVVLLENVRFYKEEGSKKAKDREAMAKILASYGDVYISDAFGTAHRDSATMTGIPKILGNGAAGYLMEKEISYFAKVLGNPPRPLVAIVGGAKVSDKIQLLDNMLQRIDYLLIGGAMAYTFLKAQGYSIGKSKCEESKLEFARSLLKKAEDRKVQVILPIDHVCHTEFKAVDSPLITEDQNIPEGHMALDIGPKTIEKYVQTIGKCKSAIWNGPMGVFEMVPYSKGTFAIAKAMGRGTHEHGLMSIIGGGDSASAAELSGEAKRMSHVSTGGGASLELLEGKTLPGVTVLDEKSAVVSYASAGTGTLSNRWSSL
#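 Luminescent ATP detection (Kinase-Glo Plus) follows a 60-minute room-temperature incubation, with wells lacking PGK as controls. Buffer: 100 mM TEA (pH 7.6), 5 mM MgCl2, 0.01% Tween-20. Coupling enzyme GAPDH (100 nM final) supplies unstable 1,3-BPG in-well.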
# Pol iota inh: qHTS for Inhibitors of Polymerase Iota; DNA polymerase iota (Homo sapiens), Q9UNA4; Pol iota fluorescent replication assay, 10 min; Potency, µM (top dose mostly 115 µM), for the others: at the highest dose activity, negative = inhibition, most hits filed as inhibitors; hit rate 1% among 390,000; AID 588590, 2011
#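 Pol iota at 10 nM preincubated 15 min with compounds at room temperature; reaction started with fluorescent substrate, 50 nM final. Fluorescence read kinetically at 0 and 10 min; buffer-only wells as negative control.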
# HP1b binding inh: HTS for Inhibitors of HP1-beta Chromodomain Interactions with Methylated Histone Tails; AlphaScreen HP1-beta / biotin-H3K9me3 peptide binding; Potency, µM (doses to about 114 µM), inactives show at the top dose activity change, negative = inhibition, hits mostly inhibitors; hit rate 0.56% among 390,000; note: nearly all actives have a fitted effect of over 70% in size; inactives centre near 23
# Target sequence (P83916 whole entry, looked up): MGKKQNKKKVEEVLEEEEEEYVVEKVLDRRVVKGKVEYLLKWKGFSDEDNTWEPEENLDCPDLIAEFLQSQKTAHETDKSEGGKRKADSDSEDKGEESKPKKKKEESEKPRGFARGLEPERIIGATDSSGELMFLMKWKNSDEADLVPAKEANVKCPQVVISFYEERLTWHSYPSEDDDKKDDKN
#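 HP1-beta protein (50 nM final) preincubated 30 min at room temperature with biotinylated H3(1-18)K9me3 peptide (50 nM) in PBS pH 7.4, 0.01% Tween-20, then compound added for 30 min. AlphaScreen streptavidin donor/nickel chelate acceptor beads (10 ug/mL final), 30 min dark, luminescence read.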
# Pin1 inhibitor: qHTS Assay to Find Inhibitors of Pin1. Peptidyl-prolyl cis-trans isomerase NIMA-interacting 1 (Homo sapiens), Q13526. Pin1 FP peptide displacement, HiFluor488, 10 min. Potency, µM (top dose mostly 115 µM), for the others: at the highest dose activity, negative = inhibition, most hits filed as inhibitors. hit rate 0.009% among 390,000. AID 504891, 2011; active = well fitted inhibition curve with a large enough effect in the polarisation, with a control signal flat, not every such curve was filed as active; inconclusive = small, poorly fitted or top-dose-only effect, or effect the other way, or a change in a side signal; inactive = no such curve, though single readings can be large or run the other way; the % refers to the polarisation; note: % is set by controls: 0 for no effect and ±100 for the full control effect
# Target sequence (Q13526 whole entry, looked up): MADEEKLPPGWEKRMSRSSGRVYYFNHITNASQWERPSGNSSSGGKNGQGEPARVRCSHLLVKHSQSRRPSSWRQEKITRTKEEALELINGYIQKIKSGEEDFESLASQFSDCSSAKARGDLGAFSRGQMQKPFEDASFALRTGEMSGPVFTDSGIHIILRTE
# GLS inh: qHTS for Inhibitors of Glutaminase (GLS); hit rate 0.21% among 410,000; Potency, µM (highest dose often 45.5 µM), without a hit: at the highest dose activity change, negative = inhibition, most hits filed as inhibitors; AID 624170, 2012; GLS enzymatic activity, qHTS titration; Glutaminase kidney isoform, mitochondrial (Homo sapiens), O94925; note: % is set by controls: 0 for no effect and ±100 for the full control effect
#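 Coupled fluorescence readout: glutamate oxidase/HRP/Amplex Red detect glutamate formed by hKGA from L-glutamine (1 mM solution added). Buffer 45 mM KH2PO4 pH 8.2, 0.02% Tween-20; reads at t0 and 30 min RT.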
# BAZ2B inh: qHTS Assay for Inhibitors of BAZ2B | AlphaScreen BAZ2B-H3K14Ac peptide displacement | hit rate 4.4% among 360,000 | Potency, µM (doses to about 114 µM), for inactives: top-dose activity change, negative = inhibition, hits mostly inhibitors; note: % is set by controls: 0 for no effect and ±100 for the full control effect; nearly all actives have a fitted effect of over 60% in size
#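 Compounds, titrated to a top concentration of 110 uM, were incubated 30 min at room temperature with preformed BAZ2B/acetyl-K14 H3 peptide complex (50 nM each). Proximity signal was measured by AlphaScreen after 20 min with beads.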
# G9a block: qHTS Assay for Inhibitors of Histone Lysine Methyltransferase G9a; G9a H3K9 monomethylation, AlphaScreen, 2 h; Potency, µM (highest dose often 102 µM), for inactives: top-dose activity, negative = inhibition, actives largely listed as inhibitors; hit rate 8.8% among 350,000; AID 504332, 2011; note: % is set by controls: 0 for no effect and ±100 for the full control effect; nearly all actives have a fitted effect of over 75% in size
# Target sequence (Q96KQ7 913-1193 limits assumed): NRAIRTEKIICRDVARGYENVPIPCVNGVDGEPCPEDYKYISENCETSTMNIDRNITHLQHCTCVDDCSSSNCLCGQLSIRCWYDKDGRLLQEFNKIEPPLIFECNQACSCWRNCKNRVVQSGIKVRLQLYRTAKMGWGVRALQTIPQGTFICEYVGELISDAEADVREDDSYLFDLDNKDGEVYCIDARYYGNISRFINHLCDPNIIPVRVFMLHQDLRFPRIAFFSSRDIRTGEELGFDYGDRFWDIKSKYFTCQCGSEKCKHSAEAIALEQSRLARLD
#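 AlphaScreen detection with an anti-monomethyl H3K9 antibody quantified product after a 2 h room-temperature reaction containing 500 nM biotinylated H3K9 peptide, 20 µM SAM and 20 nM enzyme, which had been preincubated 15 min with compound.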
# JMJD2A Tudor: qHTS Assay for Inhibitors of JMJD2A-Tudor Domain. AlphaScreen JMJD2A-Tudor / H3K4me3 peptide binding. Potency, µM (doses to about 114 µM), for the others: at the top dose activity change, negative = inhibition, most hits filed as inhibitors. hit rate 4.4% among 390,000. AID 504339, 2011; note: % is set by controls: 0 for no effect and ±100 for the full control effect; nearly all actives have a fitted effect of over 50% in size
# BLM helicase inh: qHTS Assay for Inhibitors of Bloom's syndrome helicase (BLM) | RecQ-like DNA helicase BLM (Homo sapiens), P54132 | recombinant BLM DNA unwinding, fluorescence dequenching | Potency, µM (doses to about 56.1 µM), for inactives: at the highest dose activity change, negative = inhibition, most hits filed as inhibitors | hit rate 0.2% among 350,000;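 note: plate controls were vehicle for no effect and no enzyme for full effect; nearly all actives have a fitted effect of over 35% in size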
# * hit, by the source's call; i = inactive; u = inconclusive; x = no result given; & = joins results of further samples; [ ] = another dose, or the depositor's remark. Unless noted, calls come from the whole dose curve; as a rule, active = well fitted curve in the direction sought with a large enough effect; inconclusive = small, poorly fitted or top-dose-only effect, or another doubt; inactive = no such curve, though single readings can be large; an effect the other way counts as inactive or inconclusive. Potency is the fitted concentration of half-maximal effect. These rows are one share of the data; the hit share may differ from the screen's.
SMILES,Tb PGK inh,Pol iota inh,HP1b binding inh,Pin1 inhibitor,GLS inh,BAZ2B inh,G9a block,JMJD2A Tudor,BLM helicase inh
CC(C)(C)n1nc2c(c1NC(=O)c1cc([N+](=O)[O-])ccc1Cl)CS(=O)(=O)C2,i,-7%,12%[57 µM],-6%,1%,-14%,5%[59 µM],-5%,-2%
CCN(CC)c1ccc(S(=O)(=O)N2CCOCC2)cc1NC(=O)CSc1nncs1,-5%,-3%,5%,6%,2%,11%,35µM*,-3%,x
Cc1cccc(OCC(=O)N(Cc2ccc(C)o2)C2CCS(=O)(=O)C2)c1 (configuration not stated),8%,15%,15%,-4%,2%,-22%,x,-19%,1%
CCCNC(=O)c1onc(CSc2ccc(F)cc2)c1C(=O)NC(C)C,-3%,7%,33%,5%,-3%,-3%,20%[2.33 µM],-18%,x
O=C(NCCN=C1NS(=O)(=O)c2ccccc21)c1ccc(S(=O)(=O)N2CCOCC2)cc1,-8%,-15%,18%,-9%,3%,16%,4%[59 µM],5%,-7%
CCOC(=O)N1CCC(NS(=O)(=O)c2ccc(NC(C)=O)c(Cl)c2)CC1,-5%,31%[activator],18%,-8%,-2%,-7%,13%,3%,-5%
CCCCn1cnc2c(SCc3ccccc3)nc(N)nc21,-3%,38%[activator],6%[57 µM],-1%,-3%,x,x,-20%,x
COc1ccc(NC(=O)c2sc3nc(N4CCCC4)c4c(c3c2N)CC(C)(C)OC4)cc1,i,28%,36%,0%,-8%,-7%,x,-5%,-7%
Cc1cccc(C)c1NC(=O)COC(=O)CNC(=O)C1CCCCC1,-5%,15%,35%[activator],0%,1%,9%,15%[2.33 µM],9%,x
COc1ccc(-c2oc3ccc(-c4cc(OC)c(OC)c(OC)c4)cc3c2-c2ccc(OC)cc2)cc1,-1%,35%[activator],31%,1%,-9%,x,x,-8%,x
Cc1cccc(-n2nnnc2SCC(=O)NCCN2C(=O)CSC2=O)c1,-1%,5%,23%,3%,-3%,9%,-6%[59 µM],-12%,2%
Cc1ccc(CN2[C@@H](CC(C)C)COCCS2(=O)=O)cc1,-1%,u,59%[activator],3%,-4%,x,x,-9%,x
O=C1CCCN1CCCNS(=O)(=O)c1ccccc1,-7%,9%,58%[activator],-2%,-1%,-24%,5%,3%,-2%
CCOCCCNC(=O)c1c[nH]c2cc(C)ccc2c1=O,-3%,9%,21%,-6%,-3%,12%,-31%[59 µM],2%,1%
Cn1c(=O)c2c(ncn2CC(=O)OCC(=O)NCc2ccccc2Cl)n(C)c1=O,20%,30%,19%,0%,0%,9%,2%[59 µM],-14%,2%
CN(C(=O)c1ccc2c(Cl)c3c(nc2c1)CCC3)c1ccccc1,-1%,22%,12%,1%,3%,-24%,-2%,-24%,0%
COc1ccc(-c2nnc3n2CCCCC3)cc1OC,-3%,1%,1%,-9%,-1%,1%,14%[59 µM],-12%,1%
O=S(=O)(c1ccc(Br)s1)N1CCN(CCc2ccccc2)CC1,-4%,-29%,15%,3%,-1%,2%,5%[12.7 µM],-2%,x
S=c1[nH]ccn1CCc1ccccc1,-1%,23%,-28%,-5%,0%,27%,10µM*,u,-3%
CS(=O)(=O)N(CC(=O)Nc1ccc2c(c1)OCCO2)c1ccc2c(c1)OCO2,-1%,10%,16%,-2%,0%,4%,-13%[12.7 µM],-24%,-4%
CCOC(=O)C(NC(C)=O)(Nc1cccc(F)c1)C(F)(F)F (configuration not stated),i,10%,33%,-7%,0%,-17%,-28%[12.7 µM],-1%,0%
CC(=O)Nc1ccc(C2Sc3ccccc3NC3=C2C(=O)c2ccccc23)cc1 (configuration not stated),i,-11%,u,8%,6%,x,18µM*,13µM*,-11%
CC(C)c1csc(CN2CCC(N3CCC(C(=O)NCC4CCCO4)CC3)CC2)n1 (configuration not stated),-16%,30%[activator],29%,-3%,1%,0%,12%,-10%,0%
CC1(C)CC2CC(C)(CN2c2ncnc3ccccc23)C1 (configuration not stated),6%[11.5 µM],16%,20%,-9%,-2%,-5%,-17%[59 µM],-11%,1%
Cc1nn2c3ccccc3nc2c2ccccc12,-11%,u,29%,94%[activator],-12%,-2%,-3%,-20%,-11%
Cc1cccc(CNC(=O)CS(=O)(=O)c2cccc3nsnc23)c1,-1%,3%,12%[57 µM],-3%,2%,-1%,30%[59 µM],-30%,-5%
CCOc1ccc(NS(=O)(=O)c2ccc(OC)c(C)c2)cc1,5%,0%,6%,1%,3%,-2%,20%,-7%,-9%
O=C(CSc1nccn1-c1ncc(C(F)(F)F)cc1Cl)c1ccc(Cl)cc1,-5%,-6%,-15%,2%,3%,-6%,6%[2.33 µM],-4%,-4%
CN(C)S(=O)(=O)c1cccc(NC(=S)N/N=C/c2ccco2)c1,-2%,29%,-5%,2%,24%,-28%,-25%,-33%,-5%
Cc1onc(-c2ccccc2)c1C(=O)N1CCN(S(=O)(=O)c2ccccc2Br)CC1,-3%,16%,-5%,-1%,10%,-13%,-23%,-17%,-1%
CC(Cc1cccs1)NC(=S)Nc1ccc(Cl)cc1 (configuration not stated),-8%,3%,36%,3%,10%,0%,13%[59 µM],1%,-4%
CCc1ccc(CSc2nc(-c3ccccc3F)nc3c2Cc2c(CO)cnc(C)c2O3)cc1,-9%,18%,44%,-5%,-1%,-23%,2%[59 µM],-4%,0%
CCN(CC)CCC(c1ccc(OC)cc1)c1c(O)cc(OC)cc1OC (configuration not stated),i,-30%&5%,-5%&13%,5%&-5%,24%,-3%,23%[12.7 µM],u,-10%&3%
CO[C@@H]1[C@@H](OC2OC(C)C(OC3CC(C)(O)C(OC(=O)CC(C)C)C(C)O3)C(N(C)C)C2O)[C@@H](CC=O)C[C@@H](C)C(=O)/C=C\C2O[C@H]2C[C@@H](C)OC(=O)C[C@H]1OC(C)=O (some centres not stated),x,1%,x,x,34%[activator],x,-5%[12.7 µM],x,3%
CN=C(Nc1cccc(S(=O)(=O)N2CCOCC2)c1)c1ccccc1,3%,-1%,24%,2%,0%,x,x,-15%,x
Cc1ccc(NC2CC(=O)N(c3ccc(C)cc3)C2=O)cc1 (configuration not stated),-8%,6%,-24%,9%,-4%,6%,-3%,8%[11.4 µM],1%
O=C(NC(=S)NNC(=O)c1ccccc1O)c1ccccc1,-3%,39%[activator],6%,-6%,28%,u,32µM*,32µM*,-2%
COc1ccccc1NC(=O)c1c(C)cc(C)nc1SCC(=O)Nc1cccc(C)c1,i,-3%,37%,8%,5%,-27%,-25%[59 µM],-4%,-9%
CN(C)c1nc(C(F)(F)F)cc(=O)[nH]1,9%,18%,22%,7%,3%,-12%,8%,-10%,3%
COc1ccc(CN(C)c2ccc(S(=O)(=O)N3CCN(C)CC3)cc2[N+](=O)[O-])cc1OC,i,7%,-29%,u,7%,u,-6%[12.7 µM],u,x

# Records listed so far marked active in JMJD2A Tudor.
SMILES,Tb PGK inh,Pol iota inh,HP1b binding inh,Pin1 inhibitor,GLS inh,BAZ2B inh,G9a block,JMJD2A Tudor,BLM helicase inh
CC(=O)Nc1ccc(C2Sc3ccccc3NC3=C2C(=O)c2ccccc23)cc1 (configuration not stated),i,-11%,u,8%,6%,x,18µM*,13µM*,-11%
O=C(NC(=S)NNC(=O)c1ccccc1O)c1ccccc1,-3%,39%[activator],6%,-6%,28%,u,32µM*,32µM*,-2%

# Continued.
SMILES,Tb PGK inh,Pol iota inh,HP1b binding inh,Pin1 inhibitor,GLS inh,BAZ2B inh,G9a block,JMJD2A Tudor,BLM helicase inh
CC(C)C[C@H](NC(=O)c1nc[nH]c1C(=O)NCc1ccc(CNC(=O)OC(C)(C)C)cc1)C(=O)OC(C)(C)C,-1%,12%,34%,5%,0%,1%,18%,-22%,-18%
COc1ccccc1C(=O)NC1CCN(C(=S)NCCc2ccccc2)CC1,-8%,-20%,-11%,1%,0%,-1%,-4%[0.501 µM],u,-4%
COc1ccc(/C=N/Nc2nc3ccccc3c(=O)n2-c2ccccc2)cc1OC,1%,u,10%,3%,22%,2%,19%[59 µM],-22%,-4%
Cc1nc(-c2ccc(F)cc2)c(CC(=O)N(C)CC(=O)Nc2ccc(F)cc2)s1,6%,19%,39%,-5%,6%,-37%,-47%,-6%,x
O=C(N/N=C/c1coc2ccccc2c1=O)c1ccc(Cl)cc1,-21%,3%,39%,-2%,20%,-15%,20%,-14%,-7%
O=c1c2ccccc2nc(SCc2cc(F)ccc2F)n1C1CCCC1,-1%,-5%[58.9 µM],64%[activator],2%,-1%,2%,-40%,9%,-2%
Cc1ccc(CC(=O)Nc2ccc(S(=O)(=O)Nc3ncccn3)cc2)cc1,1%,50%[activator],37%[activator],1%,-4%,5%,-18%,-11%,-3%
COc1cc(S(=O)(=O)N2CCN(c3ccc(F)cc3)CC2)ccc1Cl,i,7%,23%,8%,2%,-9%,20%[2.33 µM],-11%,-7%
CC(NC(=S)Nc1ccccc1OC(F)F)C(C)(C)C (configuration not stated),-7%,20%,47%[activator],-10%,0%,-26%,33%[activator][59 µM],-14%,-2%
C(=C\c1ccccc1)/CN1CCN(c2ncnc3c2oc2ccccc23)CC1,-5%,24%,-8%,38%[activator],-2%,x,u,u,-3%
N#C/C(=C\c1cccc(Oc2ccccc2)c1)C(=O)N1CCOCC1,-1%,77%[activator],19%,-7%,0%,-1%,u,-16%,-3%

# Part of the list above, with tabs:
Structure	Tb PGK inh	Pol iota inh	HP1b binding inh	Pin1 inhibitor	GLS inh	BAZ2B inh	G9a block	JMJD2A Tudor	BLM helicase inh
O=C(N/N=C/c1coc2ccccc2c1=O)c1ccc(Cl)cc1	-21%	3%	39%	-2%	20%	-15%	20%	-14%	-7%
O=c1c2ccccc2nc(SCc2cc(F)ccc2F)n1C1CCCC1	-1%	-5%[58.9 µM]	64%[activator]	2%	-1%	2%	-40%	9%	-2%
